Bioassay records from PubChem.
uPA surface inh = qHTS for Inhibitors of Cell Surface uPA Generation; actives 0.31% (n = 330,000); cell surface uPA generation assay, qHTS; Potency, µM (top dose mostly 38.3 µM), without a hit: top-dose activity change, negative = inhibition, usual class: inhibitors; active means well fitted inhibition curve with a large enough effect; inconclusive means small, poorly fitted or top-dose-only effect; inactive means no such curve, though single readings can be large or run the other way; tested in mouse RAW 264.7 cells; further: on the % scale 0 is the no-effect control and ±100 the full control effect; nearly all actives have a fitted effect of over 55% in size
Gal4-VP16 FLuc = VP16 counterscreen qHTS for inhibitors of ROR gamma transcriptional activity | Potency, µM (titrated, usually from 53.6 µM), inactives show top-dose activity, negative = inhibition, usual class: inhibitors | actives 3.5% (n = 310,000) | Drosophila S2 Gal4-VP16 UAS-luciferase, luminescence, 20 h | AID 2546, 2010;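 further: Gal4-VP16 expression switched on by copper sulfate through the metallothionein promoter; on the % scale 0 is the no-effect control and ±100 the full control effect; nearly all actives have a fitted effect of over 50% in size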
BRCA1 expr up = qHTS Assay to Identify Small Molecule Activators of BRCA1 Expression | MCF7-BRCA1-FFLuc reporter, luminescence, 48 h; response scale: scaled: vehicle 0%, 10 µM genistein 100% | Potency, µM (series often up to 46.1 µM), for inactives: at the top dose activation, actives largely listed as activators | actives 1.1% (n = 380,000); further: nearly all actives have a fitted effect of over 80% in size; some results filed as inactive show a strong effect at the top dose
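MCF7-BRCA1-FFLuc cells, 2000/well in phenol-red-free MEM, attached 2 h then treated 48 h at 37 C. Luciferase luminescence read 15 min after reagent; normalized to genistein maximum activation (10microM) and DMSO, concentration-response fitted.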
MBNL1 CUG block = qHTS Assay for Inhibitors of MBNL1-poly(CUG) RNA binding; AID 2675, 2010; Potency, µM (doses to about 57.5 µM), without a hit: at the top dose activity change, negative = inhibition, usual class: inhibitors; TR-FRET MBNL1-His/biotin-(CUG)12 binding, 665/545 ratio; Muscleblind-like protein 1 (Homo sapiens), Q9NR56; actives 0.036% (n = 280,000); active means well fitted inhibition curve with a large enough effect in the signal ratio, with a control signal flat, not every such curve was filed as active; inconclusive means small, poorly fitted or top-dose-only effect, or effect the other way, or a change in a side signal; inactive means no such curve, though single readings can be large or run the other way; the % refers to the signal ratio; further: on the % scale 0 is the no-effect control and ±100 the full control effect
Target sequence (Q9NR56 whole entry, looked up): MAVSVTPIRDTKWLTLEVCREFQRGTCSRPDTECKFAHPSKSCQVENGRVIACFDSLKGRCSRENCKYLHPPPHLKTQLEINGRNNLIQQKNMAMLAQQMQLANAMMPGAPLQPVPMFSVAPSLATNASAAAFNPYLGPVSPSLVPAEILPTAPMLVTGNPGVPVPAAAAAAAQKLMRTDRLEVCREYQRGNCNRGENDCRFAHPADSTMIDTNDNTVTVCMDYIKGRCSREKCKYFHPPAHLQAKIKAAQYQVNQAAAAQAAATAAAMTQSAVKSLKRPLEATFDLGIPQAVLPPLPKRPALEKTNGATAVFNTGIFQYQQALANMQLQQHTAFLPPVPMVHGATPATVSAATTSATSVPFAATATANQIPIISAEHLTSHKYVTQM
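Inhibition of protein-RNA binding appears as loss of TR-FRET between terbium anti-His antibody on MBNL1-His and streptavidin-XL665 on biotin-(CUG)12. Activity is normalized to buffer-only and uninhibited-complex controls.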
FLuc counter = qHTS profiling assay for firefly luciferase inhibitor/activator using purifed enzyme and Km concentrations of substrates (counterscreen for miR-21 project); Luciferin 4-monooxygenase (Photinus pyralis), P08659; purified FLuc, Km substrates, luminescence inhibition; Potency, µM (highest dose often 57.5 µM), for the others: at the highest dose activity change, negative = inhibition, actives largely listed as inhibitors; actives 6.9% (n = 360,000); AID 588342, 2011;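 further: plate controls were vehicle for no effect and reference inhibitor for full effect; nearly all actives have a fitted effect of over 55% in size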
Target sequence (P08659 whole entry, looked up): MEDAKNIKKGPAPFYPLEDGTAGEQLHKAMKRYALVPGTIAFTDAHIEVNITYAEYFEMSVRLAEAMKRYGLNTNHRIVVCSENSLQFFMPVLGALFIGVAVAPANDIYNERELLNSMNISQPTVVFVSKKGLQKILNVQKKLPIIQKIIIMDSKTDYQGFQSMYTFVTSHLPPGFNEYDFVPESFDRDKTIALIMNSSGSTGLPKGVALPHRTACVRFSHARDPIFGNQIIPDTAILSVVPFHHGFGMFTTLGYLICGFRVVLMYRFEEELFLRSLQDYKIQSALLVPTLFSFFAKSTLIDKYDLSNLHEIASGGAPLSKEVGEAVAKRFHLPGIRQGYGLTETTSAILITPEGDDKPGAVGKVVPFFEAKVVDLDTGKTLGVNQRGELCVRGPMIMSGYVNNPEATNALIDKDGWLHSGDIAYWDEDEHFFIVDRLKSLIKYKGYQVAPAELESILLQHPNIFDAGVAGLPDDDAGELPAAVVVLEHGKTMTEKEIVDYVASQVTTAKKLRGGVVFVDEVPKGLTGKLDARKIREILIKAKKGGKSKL
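Purified P. pyralis luciferase (10nM final) with 10uM D-luciferin and 10uM ATP (Km levels) in 50mM Tris acetate pH 7.5, 10mM Mg acetate, 0.01% Tween-20, 0.05% BSA; qHTS 6-point titration, ~60 µM downward; luminescence read.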
CXXC DNA block = qHTS Fluorescence Polarization Assay for Inhibitors of MLL CXXC domain - DNA interaction. actives 0.037% (n = 290,000). Potency, µM (doses to about 115 µM), inactives show at the top dose activity change, negative = inhibition, most hits filed as inhibitors. MLL-CXXC / FITC-HOXA9 DNA fluorescence polarization; active means well fitted inhibition curve with a large enough effect in the polarisation, with a control signal flat, not every such curve was filed as active; inconclusive means small, poorly fitted or top-dose-only effect, or effect the other way, or a change in a side signal; inactive means no such curve, though single readings can be large or run the other way; the % refers to the polarisation
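Purified MLL-CXXC (added from a 7 uM solution) was preincubated 5 min at ambient with pinned compounds in 50 mM Tris-HCl pH 7.5, 50 mM NaCl, 1 mM DTT, 0.05% BSA. Fluorescein-labeled HOX-A9 DNA (50 nM solution) followed, 30 min, then polarization read.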
p53 reactivator = qHTS assay for re-activators of p53 using a Luc reporter; actives 0.063% (n = 320,000); AID 504706, 2011; Potency, µM (doses to about 92.2 µM), for the others: top-dose activity change, positive = activation, most hits filed as activators; H1299 p53-A138V BP100-luciferase reporter, luminescence, 24 h; further: % of control where 0% means no effect; nearly all actives have a fitted effect of over 45% in size
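p53-null H1299 cells stably carrying temperature-sensitive p53-A138V and a BP100-luciferase reporter were pinned with compounds (4-point, 1:5 series) and held 24 hrs at 37 deg C. Luminescence was read 10 min after detection reagent.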
Rab9 promoter act = qHTS Assay for Rab9 Promoter Activators | actives 2.8% (n = 320,000) | Huh7 Rab9 promoter-luciferase reporter, luminescence, 24 h | Potency, µM (series often up to 9.22 µM), for inactives: at the highest dose activation, negative = inhibition, hits mostly activators | AID 485297, 2010; further: % of control where 0% means no effect; nearly all actives have a fitted effect of over 60% in size
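Promoter activation is measured as luciferase luminescence in Huh7 cells stably transfected with a Rab9 promoter–luciferase construct, following 24 h compound exposure at 37 °C and 10 min reagent incubation at ambient temperature.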
ELG1 genotoxic = qHTS screen for small molecules that induce genotoxicity in human embryonic kidney (HEK293T) cells expressing luciferase-tagged ELG1; HEK293T ELG1-luciferase reporter, luminescence, 16 h; Potency, µM (series often up to 46 µM), for inactives: top-dose activity change, positive = activation, usual class: activators; actives 1.3% (n = 330,000); AID 504466, 2011; further: % of control where 0% means no effect; nearly all actives have a fitted effect of over 60% in size
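HEK293T cells expressing luciferase-tagged ELG1 were exposed to compound or DMSO vehicle for 16 hr at 37 °C and 5% CO2. Luciferase activity was then measured with ONE-Glo after 30 min at room temperature.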
RORgamma inh = qHTS for inhibitors of ROR gamma transcriptional activity; Drosophila S2 Gal4-RORgamma UAS-luciferase reporter, 20 h; Potency, µM (series often up to 53.6 µM), for the others: at the top dose activity change, negative = inhibition, most hits filed as inhibitors; actives 5.4% (n = 310,000); AID 2551, 2010; further: on the % scale 0 is the no-effect control and ±100 the full control effect; nearly all actives have a fitted effect of over 60% in size
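Drosophila S2 cells stably expressing Gal4-DBD/mouse RORγ fusion under metallothionein promoter plus UAS-luciferase; compound 1 h, then 700 uM CuSO4 induction for 20 h at ambient temperature; inhibition read as reduced luminescence.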
NPC1 prom act = qHTS Assay for NPC1 Promoter Activators | Huh7 NPC1 promoter luciferase reporter, 24 h | Potency, µM (titrated, usually from 9.22 µM), inactives show at the top dose activation, actives largely listed as activators | actives 2.4% (n = 320,000) | AID 485313, 2010;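 further: % of control where 0% means no effect; nearly all actives have a fitted effect of over 60% in size; reporter is driven by a mutant NPC1 promoter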
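Stable NPC1-promoter luciferase Huh7 line; cpd (DMSO) 24 h, 37 °C, 5% CO2; Amplite luciferase reagent 10 min RT; luminescence readout. qHTS format.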
* = called active by the depositor; ? = inconclusive; nt = no result given; [ ] = dose if it differs, or a comment. Unless noted, the call rests on the fitted dose curve; in most records, active means well fitted curve in the direction sought with a large enough effect; inconclusive means small, poorly fitted or top-dose-only effect, or another doubt; inactive means no such curve, though single readings can be large; an effect the other way counts as inactive or inconclusive. Potency means the concentration at half of the fitted maximal effect.

1	CC1CN(C(=O)c2cccn(Cc3c(Cl)cccc3Cl)c2=O)CC(C)O1 (stereo not given)
2	CCC(=O)N1CC2(C)CN(C(=O)CC)CC(C)(C1)C2
3	CCc1ccc(-n2c(Cc3ccccc3)n[nH]c2=S)cc1
4	COc1ccc(N(CCC(=O)Nc2ccccc2F)S(=O)(=O)c2ccc(C)cc2C)cc1
5	COc1ccc(CSc2nnc3[nH]c(=O)cc(N)n23)cc1
screen / no. | 1 | 2 | 3 | 4 | 5
uPA surface inh | -1.1% | 2.2% | 0.9% | 2.4% | -1.9%
Gal4-VP16 FLuc | 3.5%[10 µM] | -3.4% | ? | nt | 0.2%
BRCA1 expr up | 7.6% | 4.0% | -42.4% | -28.4% | -12.3%
MBNL1 CUG block | -10.2% | -3.3% | 4.3% | nt | -5.5%
FLuc counter | 2.5% | 1.2% | -3.5% | 11.3% | ?
CXXC DNA block | -0.3% | 7.2% | -8.1% | nt | 2.4%
p53 reactivator | -5.4% | -8.2% | -0.9% | -5.7% | -3.0%
Rab9 promoter act | 0.0% | 7.3% | -0.1% | 1.4% | 2.4%
ELG1 genotoxic | -3.9% | 0.1% | -0.1% | -0.4% | 5.8%
RORgamma inh | 35.7% | 3.0% | 2µM* | nt | 29.5%
NPC1 prom act | -8.0% | -0.2% | -2.0% | -4.7% | -2.6%

Arranged by value in Rab9 promoter act (highest first): some entries from above
entry	Compound	uPA surface inh	CXXC DNA block	p53 reactivator	Rab9 promoter act	RORgamma inh	NPC1 prom act
5	COc1ccc(CSc2nnc3[nH]c(=O)cc(N)n23)cc1	-1.9%	2.4%	-3.0%	2.4%	29.5%	-2.6%
4	COc1ccc(N(CCC(=O)Nc2ccccc2F)S(=O)(=O)c2ccc(C)cc2C)cc1	2.4%	nt	-5.7%	1.4%	nt	-4.7%
1	CC1CN(C(=O)c2cccn(Cc3c(Cl)cccc3Cl)c2=O)CC(C)O1 (stereo not given)	-1.1%	-0.3%	-5.4%	0.0%	35.7%	-8.0%
3	CCc1ccc(-n2c(Cc3ccccc3)n[nH]c2=S)cc1	0.9%	-8.1%	-0.9%	-0.1%	2µM*	-2.0%

Copied from the list.
Entry of `CC1CN(C(=O)c2cccn(Cc3c(Cl)cccc3Cl)c2=O)CC(C)O1` (stereo not given) in RORgamma inh: 35.7%
Entry of `CCC(=O)N1CC2(C)CN(C(=O)CC)CC(C)(C1)C2` in BRCA1 expr up: 4.0%

Additional structures.
6	CCc1ccc(C(C)NC(=O)C2(C)CC2(Br)Br)cc1 (stereo not given)
7	CC(CC(=O)NC1CCSC1=O)c1ccccc1 (stereo not given)
8	CCOC(=O)C1CCCN(C(=O)c2cc3c(=O)n(C)c4ccccc4c3n2C)C1 (stereo not given)
9	CC(C)c1ccc(/C=N/NC(=O)CC(=O)NCc2ccccc2)cc1
10	Cc1cc(=O)n2nc(N3CCC(C(=O)NC4CCCc5ccccc54)CC3)sc2n1 (stereo not given)
screen / no. | 6 | 7 | 8 | 9 | 10
uPA surface inh | 1.0% | 16.3% | 9.6% | -19.5% | -3.4%
Gal4-VP16 FLuc | 7.5% | nt | -0.3% | 5.2% | -2.0%
BRCA1 expr up | -29.0% | -10.7% | -22.3% | -3.1% | -1.1%
MBNL1 CUG block | 2.5% | 1.6% | 0.0% | 1.2% | 6.7%
FLuc counter | -1.4% | 2.1% | 2.1% | ? | 2.3%
CXXC DNA block | 4.1% | 13.8% | -2.5% | 3.0% | 2.3%
p53 reactivator | -0.8% | -16.7% | -0.5% | -3.7% | -2.6%
Rab9 promoter act | -0.6% | 11.9% | 0.6% | -3.3% | -5.1%
ELG1 genotoxic | -0.8% | -3.8% | -9.8% | 5.0% | -3.4%
RORgamma inh | -1.0% | -21.9%[0.365 µM] | 20.6% | 25.1% | 1.3%
NPC1 prom act | 3.5% | -0.2% | -0.6% | -7.8% | -3.3%

11	O=C(c1cccc(F)c1)N1CCc2ccccc2C1
12	CCOC(=O)c1cnc(SC)nc1Oc1cccc(NS(=O)(=O)c2ccc(Cl)cc2)c1
13	Cc1ccc(CS(=O)(=O)c2ncn[nH]2)cc1
14	CC(C)(C)NC(=O)c1cccc(NC(=O)Cc2cccs2)c1
15	O=c1c2ccccc2ncn1-c1ccc([N+](=O)[O-])cc1Cl
16	CCc1ccccc1N1C(=O)c2cccc3c(N4CCOCC4)c([N+](=O)[O-])cc(c23)C1=O
17	CCOc1ccc(C(C)=O)cc1COC(=O)c1ccccc1C(=O)N(C)Cc1ccccc1
screen / no. | 11 | 12 | 13 | 14 | 15 | 16 | 17
uPA surface inh | -6.9% | -4.7% | -0.5% | -1.6% | 2.2% | nt | -29.0%
Gal4-VP16 FLuc | -9.1% | 2.8% | 2.3% | -0.6% | nt | -0.3% | nt
BRCA1 expr up | 27.4% | -26.2% | -1.1% | 4.6% | 20.2% | -42.0% | -29.5%
MBNL1 CUG block | 0.0% | 0.5% | -0.3% | -1.4% | ? | ? | nt
FLuc counter | ? | 2.6% | 0.1% | -14.2% | -1.8% | -3.1% | 1.9%
CXXC DNA block | -3.2% | 8.8% | 15.9% | 12.4% | -14.1% | 7.5% | nt
p53 reactivator | 26.5% | -10.1% | 12.8% | 8.5% | nt | -0.7% | -6.1%
Rab9 promoter act | 17.8% | -5.0% | 2.1% | -1.3% | 1.6% | 15.0% | -3.1%
ELG1 genotoxic | 11.6% | -4.9% | 2.6% | 1.5% | 0.2% | -4.2% | -6.9%
RORgamma inh | 5.0% | 35.9% | -4.1% | 18.9% | nt | -14.4% | nt
NPC1 prom act | 2.0% | -1.7% | 1.0% | 4.0% | -2.7% | -4.7% | -0.5%

The list is partial; the hit share may differ from the screen's.
